DENV2 CPE: inhibitors of DENV2 cytopathic effect. 1.7% of 350,000 active. CPE inhibition, % at 9.99 µM. DENV2-infected cells, cytopathic effect rescue, plate reader. AID 651640; in the data active means CPE inhibition above about 20%, passing the limit was not always enough; inconclusive means no clear call, values can overlap the other calls; tested in BHK-21 cells;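 further: 0% = median of neutral control wells and 100% = median of positive control wells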
RAD52 inh: blocks human RAD52 DNA annealing | P43351 | recombinant RAD52 DNA annealing, FRET fluorescence | inhibition, % at 18.7 µM | 0.46% of 360,000 active | AID 651710;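 active means every replicate showing at least 50% inhibition; inconclusive means mean inhibition at least 50% but not in every replicate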
Target sequence (P43351 whole entry, looked up): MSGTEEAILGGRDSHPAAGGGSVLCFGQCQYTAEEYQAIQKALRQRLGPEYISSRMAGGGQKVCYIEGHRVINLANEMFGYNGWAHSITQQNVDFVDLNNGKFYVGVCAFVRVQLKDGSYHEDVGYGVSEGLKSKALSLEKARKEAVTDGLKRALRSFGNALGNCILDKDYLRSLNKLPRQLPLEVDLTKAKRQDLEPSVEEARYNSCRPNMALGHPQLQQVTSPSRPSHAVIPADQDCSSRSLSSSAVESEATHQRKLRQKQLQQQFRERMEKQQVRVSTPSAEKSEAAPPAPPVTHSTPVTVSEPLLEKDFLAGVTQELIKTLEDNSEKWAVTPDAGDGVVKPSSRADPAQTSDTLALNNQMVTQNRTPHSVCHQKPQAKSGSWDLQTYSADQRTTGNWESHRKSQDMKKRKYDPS
Xi reactivation: reactivates the inactive X chromosome in mouse fibroblasts. XiGFP mouse fibroblasts, % GFP-positive cells imaging, 3 d; cells co-treated with 5-aza-dC sensitizer; scaled so ellipticine positive control = 100%. activation, % at 7.58 µM. 0.055% of 360,000 active. AID 743238;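 active means mean normalized replicate activation at least 10% and every replicate at or above 10%; inconclusive means only one of the two criteria met; inactive means mean below 10% and not all replicates reach 10%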;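 further: 0% = median of on-plate neutral control wells and 100% = ellipticine 6 µM median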
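System: 68-5-11 XiGFP fibroblast line; Timing: 3 days compound exposure; Compound dosing: one concentration, pinned; Benchmarks: positive control ellipticine, 6 µM final; Buffer or medium: DMEM containing 5-aza-dC.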
RAD54 inh: RAD54 (human) branch migration inhibition. Q92698. RAD54 Holliday junction branch migration, FAM/BHQ fluorescence. inhibition, % at 10.4 µM. 0.14% of 360,000 active. AID 602329;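 active means mean normalized replicate activity at least 40 and at least half of replicates scoring 40 or more; inconclusive means only one of the two criteria met; inactive means mean below 40 and under half of replicates reaching 40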;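 further: 0% = median of neutral control wells and 100% = median of positive control wells; inhibitors cause a drop in the FAM fluorescence signal; in these data hits start at about 50%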
CFTR F508del cor: correctors of CFTR F508del function in bronchial epithelial cells. CFBE cells, YFP halide quenching; stimulated with forskolin plus potentiator P3; % fluorescence drop versus neutral controls. activity (quench increase), % at 7.58 µM. 0.36% of 350,000 active;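 active means mean added fluorescence quench of at least 8% versus neutral control, with both replicates also reaching 8%; inconclusive means only one of the mean or replicate conditions met; inactive means mean below 8% and not both replicates reaching 8%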;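 further: cells transiently co-express mutant CFTR-F508del with the halide-sensitive YFP; corrector assay measuring rescue of mutant channel to the surface after 24 h compound exposure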
INS-1E GSIS act: GLuc luminescence reporter in INS-1E cells, primary screen for activators of glucose-dependent secretion of insulin. AID 743287. INS-1E GLuc reporter insulin secretion, 2-3 h. 0.61% of 370,000 active. activation, % at 16.6 µM;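 active means lowest replicate activation of at least 40%, so every replicate reaches that level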;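 further: 0% = median of neutral control wells and 100% = median of IBMX positive control wells; some compounds called inactive have numbers as strong as hits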
E-sel inducer: E-selectin induction on HUVECs; P16581; HUVEC E-selectin immunofluorescence imaging; normalized: neutral wells 0, TNF-alpha wells 100; activation, % at 7.58 µM; 0.37% of 260,000 active; AID 686992;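 active means mean E-selectin-positive cell signal at least 10% of the positive control, reached in at least 60% of replicates, without over 20% cell loss; inconclusive means no rule given, readout overlaps actives, possibly toxicity-flagged; inactive means the rest, including those meeting only one limit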;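 further: in these data hits start at about 27%; measured in HUVEC primary endothelial cells; signal is the percent of cells scored E-selectin positive by PE staining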
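Test system – human umbilical vein endothelial cells (HUVEC), E-selectin induction · Input – 3,000 HUVEC seeded per well · Buffer or medium – EGM-2, gelatin · Compound dosing – single-point compound dose · Detection – immunofluorescence imaging · Measure – percent E-selectin-positive cells · Controls – TNF-alpha high, DMSO low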
Casp6 inh: blocks human caspase-6 cleavage activity. purified caspase-6, Z-VEID-R110 cleavage fluorescence. inhibition, % at 12.5 µM. 0.53% of 350,000 active;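 active means mean inhibition across replicates at least about 35%, with every replicate also reaching that limit, limit read from the data; inconclusive means only one of the two criteria met; inactive means neither criterion met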;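 further: 0% = median of neutral control wells and 100% = no fluorescence left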
Target sequence (P55212 24-179 limits assumed): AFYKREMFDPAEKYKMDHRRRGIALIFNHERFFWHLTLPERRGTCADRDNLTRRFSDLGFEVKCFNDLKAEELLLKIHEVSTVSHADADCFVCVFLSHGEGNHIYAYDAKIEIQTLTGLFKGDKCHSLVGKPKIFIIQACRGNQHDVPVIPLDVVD
Target sequence (P55212 194-293 limits assumed): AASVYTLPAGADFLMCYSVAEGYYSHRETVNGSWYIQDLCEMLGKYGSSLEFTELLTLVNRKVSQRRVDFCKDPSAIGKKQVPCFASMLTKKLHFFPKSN
* hit, by the source's call; ? = inconclusive; . = not tested or not shown; & = joins results of further samples.

SMILES | DENV2 CPE | RAD52 inh | Xi reactivation | RAD54 inh | CFTR F508del cor | INS-1E GSIS act | E-sel inducer | Casp6 inh
CC(C)NC(=O)N(C)C[C@@H]1Oc2cc(C#C[C@H](C)O)ccc2S(=O)(=O)N([C@H](C)CO)C[C@H]1C | -3 | -3 | -1.2 | 10 | -1.7 | 7 | 0.5 | -1
COc1ccc(CCNC(=O)CC2(CC3=NS(=O)(=O)c4ccccc4N3)CCCC2)cc1OC | 10 | 5 | 0.0 | -5 | 0.3 | 36 | . | -2
CCCCCCOc1ccc(/C(C)=N/NC2=NCCN2)cc1 | 1 | 54* | 0.1 | 44 | 4.7 | 17 | 4.3 | -59
Cc1cc(C)cc(OCC(=O)OCC(=O)Nc2cc(C)nn2-c2ccccc2)c1 | ? | -23 | -0.3 | 2 | 0.3 | 24 | . | -1
Cc1ccc(S(=O)(=O)N(C)C[C@H]2OCCCC[C@H](C)Oc3ccc(NC(=O)Nc4cccc5ccccc45)cc3C(=O)N([C@@H](C)CO)C[C@H]2C)cc1 | 9&6 | -13&2 | -0.1&0.0 | 3&-1 | 1.4&-1.3 | 27&25 | 0.2 | 0&2
CCOc1ccc(N2C(=O)Nc3ccc(Br)cc3C2(O)C(=O)NCCCN(C)C)cc1 (centres undefined) | -2 | -9 | 0.2 | 13 | -2.8 | 6 | . | -6
NC(CSC(c1ccccc1)(c1ccccc1)c1ccc2c(c1)OCO2)C(=O)O (centres undefined) | 13 | -17 | 0.0 | -5 | -2.9 | -12 | 0.3 | 1
COc1ccc2c3c([nH]c2c1)[C@H](CO)N(C(=O)Nc1c(C)noc1C)CC31CCN(CC2CCCC2)CC1 | 5 | 8 | 0.0 | . | 0.3 | 3 | 0.1 | 0
COc1cc2c(cc1OC)C(c1cccnc1)CC(=O)N2 (centres undefined) | -7 | -13 | -0.1 | -3 | 4.1 | 8 | 0.0 | 0
CCC(=O)c1cn(CC(=O)Nc2ccccc2Cl)c2ccccc12 | 5 | -16 | 0.0 | -4 | 0.0 | 9 | . | 0
C[C@H](CO)N1C[C@H](C)[C@@H](CN(C)C(=O)c2ccccc2)Oc2ncc(Br)cc2C1=O | -4 | -5 | -0.8 | -1 | -1.0 | -15 | 0.8 | 3
CC(=O)Nc1ccc(C(=O)COC(=O)C2CC3CCCC(C2)C3=O)cc1 (centres undefined) | -3 | 3 | -0.1 | 6 | -1.0 | 13 | 0.0 | 2
CCOC(=O)C1(CC2CCCCO2)CCN(C(=O)Nc2ccccc2CC)CC1 (centres undefined) | 6 | 3 | -0.1 | . | 1.7 | 1 | -0.1 | 14
COc1ccc(S(=O)(=O)N(C)C[C@@H]2Oc3c(NC(=O)CCCCCC(=O)Nc4ccccc4N)cccc3C(=O)N([C@@H](C)CO)C[C@H]2C)cc1 | 8 | -18 | 0.3 | . | 0.2 | 2 | -0.4 | -1
O=C(Cn1cnc2cc([N+](=O)[O-])ccc2c1=O)Nc1cccc2ccccc12 | 7 | -18 | -0.1 | 10 | 1.3 | 31 | 3.2 | 1
CC(C)C(=O)NCC(c1ccc2c(c1)OCO2)N1CCOCC1 (centres undefined) | 15 | -17 | 0.0 | -7 | -2.2 | -3 | . | -1
C[C@@H]1CN([C@@H](C)CO)C(=O)c2cc(Br)cnc2O[C@@H]1CN(C)Cc1ccccn1 | ? | -11&-5&-4 | 0.0&0.3 | -2&-6 | -2.5&-1.1&0.2 | 6&37 | 6.7&0.0 | 4&-5&-3
Cc1c([N+](=O)[O-])c(N)nn1C | -1 | -8 | 0.1 | . | 0.6 | -3 | 0.9 | 1
CCOC(=O)N1CCN(C(=O)CSc2ccc(-c3ccncc3)nn2)CC1 | -10 | -10 | 0.2 | . | -3.7 | -6 | 0.2 | 7
Cc1ccc(-c2ccc3c(c2)O[C@H](CN(C)C)[C@@H](C)CN([C@H](C)CO)S3(=O)=O)cc1 | 0 | 18 | -1.0 | -14 | . | 12 | -0.1 | -1
Cc1ccc(C)c(S(=O)(=O)n2cnc3ccccc32)c1 | . | -16 | . | 1 | . | -4 | . | -1
COC(=O)c1ccc2nc(-c3ccc(C#N)cc3)c(Cc3cccc(F)c3)n2c1 | 41* | -64 | 0.2 | 2 | 4.7 | -6 | 0.2 | -2
O=C(Cc1ccccc1)N1CC(=O)N2[C@H](CO)[C@@H](c3ccc(-c4cccc(F)c4)cc3)[C@@H]2C1 | 16 | -34 | 0.2 | . | 4.1 | 8 | -0.1 | -1
COCC(=O)Nc1ccc2c(c1)OC[C@H](C)NC[C@@H](C)[C@H](OC)CN(C)C2=O | 7 | -2 | 0.4 | 4 | . | -5 | -0.2 | -15
O=C(NCc1ccc(F)cc1)C1CCN(c2cnccn2)CC1 | 1 | -6 | 0.3 | . | -2.1 | 5 | . | 1
Next results.
SMILES | DENV2 CPE | RAD52 inh | Xi reactivation | RAD54 inh | CFTR F508del cor | INS-1E GSIS act | E-sel inducer | Casp6 inh
O=C(CCCc1ccccc1)NCc1cn2ccsc2n1 | -11 | -17 | 0.2 | 5 | -1.4 | -8 | . | 0
CC(C)(C)OC(=O)N1CCC(c2cc(=O)n3[nH]cc(C(=O)NC4CCCC4)c3n2)CC1 | 2 | -15 | 0.0 | -4 | -0.3 | . | 0.0 | 3
CCCC(=O)N1CCCC(c2cc(C(=O)NCc3cccnc3)no2)C1 (centres undefined) | -1 | 9 | 0.1 | -9 | -2.6 | 7 | -0.1 | -1
O=C(NCCF)C1Nc2ccc(OC(F)(F)F)cc2C2C=CCC12 (centres undefined) | . | . | 0.0 | 2 | -1.5 | -4 | 0.0 | .
CCc1ccc(C2CC(c3ccc(F)cc3)Nc3nc(N)nn32)cc1 (centres undefined) | 7 | -3 | 0.2 | 11 | 0.1 | 6 | -0.1 | 2
O=C(Nc1ccc2c(c1)[C@@H]1C[C@H](CC(=O)N3CCc4ccccc4C3)O[C@@H](CO)[C@@H]1O2)C1CCOCC1 | 2 | 1 | 0.0 | -1 | 3.2 | 4 | 0.6 | -2
CSc1nc(N)nc2c1ncn2CC(=O)N1CCN(c2ccccn2)CC1 | -4 | -22 | 0.0 | 10 | 2.7 | 16 | 0.0 | -2
Cn1c(CC(=O)Nc2ccccc2Cl)nnc1SCC(=O)NC1=NCCS1 | -3 | -9 | 0.1 | 6 | 2.1 | 17 | 1.5 | -2
Cn1cccc1-c1nc2ccccc2[nH]1 | 1 | -16 | 0.1 | . | -0.8 | -2 | . | -2
CCn1cc(CNC(=S)Nc2cccc(Cl)c2C)cn1 | 6 | 3 | 0.2 | 8 | 0.4 | 3 | 2.4 | 3
C[C@H](CO)N1C[C@H](C)[C@H](CN(C)Cc2ccc(C(F)(F)F)cc2)Oc2ccc(NC(=O)Cn3cnnn3)cc2CC1=O | 9 | -8 | 0.2 | 0 | -2.1 | -12 | . | 3
COCC(=O)Nc1ccc2c(c1)C(=O)N(C)C[C@@H](OC)[C@H](C)CN(C(=O)c1ccncc1)[C@H](C)CO2 | 4 | -8 | 0.3 | -3 | -1.2 | 3 | -0.1 | 0
O=C(CSc1nc(-c2ccco2)cc(C(F)(F)F)n1)N1CCN(Cc2ccccc2)CC1 | 12 | 1 | 0.3 | 1 | 1.7 | -11 | 0.1 | 4
CCCCCCN1C[C@H](O)[C@@H](n2cc(C3CC3)nn2)C[C@@H]1c1ccc(OC)cc1 | 1 | -24 | 0.1 | 1 | 5.2 | -32 | 9.3 | 0
C[C@@H]1CN([C@@H](C)CO)C(=O)c2c(c3ccccc3n2C)-c2ccccc2CO[C@H]1CN(C)S(=O)(=O)c1cccs1 | 2 | 0 | 2.8 | 10 | 1.2 | -9 | -3.0 | 2
C[C@H]1CN([C@@H](C)CO)C(=O)c2cc(NC(=O)CCCCCC(=O)Nc3ccccc3N)ccc2O[C@@H]1CN(C)C(=O)Nc1ccccc1 | -5 | 13 | -0.3 | . | -2.8 | 3 | -0.3 | -1
Cc1cc(C)c(NC(=S)NC(=O)c2ccc(-c3ccccc3)cc2)c(C)c1 | -5 | -10 | 0.1 | -4 | . | . | . | -2
Cn1c(Cn2c(=O)sc3ccccc32)nnc1SCC(=O)NC1CCCC1 | 12 | -33 | 0.1 | 0 | -1.6 | 7 | -0.1 | -2
Nc1scn[n+]1Cc1cccc2cccnc12 | 1 | 3 | 0.0 | . | -0.3 | 2 | 1.0 | -4
Cc1ccccc1N(C=O)c1ccccc1C | -6 | -11 | 0.1 | 5 | 0.4 | 13 | 0.1 | -2
COCCNC(=O)CN(C(=O)CCC(=O)Nc1ccccn1)c1ccc(OC)cc1 | 0 | -17 | 0.1 | 20 | -0.7 | -8 | 0.4 | -1
COc1cc(/C=C(/C#N)C(=O)Nc2cc(C(F)(F)F)ccc2Cl)ccc1OCC(=O)Nc1cccc(C(F)(F)F)c1 | 2 | -47 | -0.1 | . | -2.6 | . | -0.1 | 0
Cc1ccc(-c2cc(C(=O)N3CCN(c4ccccc4O)CC3)c3ccccc3n2)cc1 | -1 | -2 | 0.3 | 2 | -0.5 | 7 | . | -3
O=C(c1ccc(F)cc1)N1CC[C@@H]2[C@H]1c1cc(C#Cc3ccccc3F)ccc1N[C@@H]2CO | . | . | 0.6 | -3 | 1.3 | 14 | 1.1 | .
C[C@@H]1CN([C@H](C)CO)S(=O)(=O)c2ccc(C#Cc3cccnc3)cc2O[C@H]1CN(C)C(=O)Nc1ccc2c(c1)OCO2 | 12 | 12 | 0.6 | -4 | . | -10 | 0.1 | -3

RAD52 inh: entries above that show a hit
mol	DENV2 CPE	RAD52 inh	CFTR F508del cor	INS-1E GSIS act	Casp6 inh
CCCCCCOc1ccc(/C(C)=N/NC2=NCCN2)cc1	1	54*	4.7	17	-59

Continued:
SMILES | DENV2 CPE | RAD52 inh | Xi reactivation | RAD54 inh | CFTR F508del cor | INS-1E GSIS act | E-sel inducer | Casp6 inh
COc1ccccc1CN1CCCCC1C(=O)O (centres undefined) | -3 | -6 | 0.0 | . | 1.4 | -4 | -0.6 | 0
Nc1nc(SCc2nc(-c3ccccc3)no2)[nH]c(=O)c1-c1ccccc1 | 5 | -13 | . | 7 | -2.4 | 2 | . | -4
Cc1ccc2nc(C3CCN(S(=O)(=O)c4ccc5ccccc5c4)CC3)[nH]c2c1 | . | -8 | . | 4 | . | -42 | . | -3
CSc1ccccc1C(=O)NCc1ccc(C)cc1 | 4 | 3 | 0.0 | . | -1.8 | 1 | . | 0
CC(=O)NC(c1ccc(F)c(F)c1)c1nc(-c2cccc(C(C)C)c2)cs1 (centres undefined) | -5 | -14 | 0.0 | 4 | -0.1 | . | -0.1 | 1
CC(C)NC(=O)N(C)C[C@@H]1Oc2c(NS(=O)(=O)c3ccc(Cl)cc3)cccc2C(=O)N([C@H](C)CO)C[C@H]1C | 1 | -6 | -0.6 | 0 | 0.4 | 17 | . | 5
COC(=O)c1cncc(C)c1 | -4 | -8 | 0.1 | . | 1.6 | 13 | . | 1
COc1cc(/C=N/Nc2nc(N3CCCC3)nc(N3CCCC3)n2)ccc1OCc1ccccc1F | -5 | -7 | ? | 1 | -2.5 | . | . | 1
CC[C@]1(C(=O)OC)[C@H]2C(=O)N(C)C(=O)[C@H]2[C@H]2CN=C(SCC3CC3)N21 | -7 | 0 | 0.4 | -2 | -1.1 | 11 | . | -6
